High-throughput results: PubChem BioAssay, several laboratories
Fam108B inh = mouse Fam108B serine hydrolase inhibitors, primary screen, counter-screen for RBBP9 inhibitor project, biochemical, fluorescence polarization. inhibition, % at 9.51 µM. recombinant Fam108B, FP-Rh probe fluorescence polarization. 300,000 tested, 0.33% active;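 active means inhibition above the screen mean inhibition plus 3 SD, computed separately per campaign, cut at about 18% in these data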;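 further: inhibitors lower polarization as less probe binds the enzyme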
Efflux pump mplx = inhibitors of Candida efflux pumps in yeast, primary screen, S. cerevisiae, Nile Red, multiplex; inhibition, % at 10 µM; AID 485275, 2010; 330,000 tested, 0.44% active; S. cerevisiae Candida pump triplex;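 active means plate passing quality check with inhibition over a set limit, or well fluorescence over plate mean plus 4 SD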;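 further: Nile Red retained in pooled yeast measured as flow cytometry median fluorescence; 0% = buffer negative control and 100% = Enniatin B positive control; higher means more Nile Red kept so more efflux inhibition; some compounds called inactive have numbers as strong as hits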
EBNA-1 inh = EBNA-1 DNA-binding inhibitors, primary screen, biochemical, fluorescence polarization | inhibition, % at 14.8 µM | AID 1950, 2009 | 300,000 tested, 0.34% active; in the data active means inhibition above about 28%
CR mimetic SO = reduction of superoxide in aged yeast, primary screen, HTS. S. cerevisiae aged cells, superoxide DHE fluorescence; stronger effect = lower value. superoxide response (% of plate mean), % at 10 µM. 330,000 tested, 0.18% active;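 active means superoxide response under a set limit, about three screen SD below normal, cut at about 65% in these data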;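 further: yeast aged for seven days with compound at 30 °C before DHE staining; 100% = average MFI of all compound-treated wells on the plate with controls excluded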
MEX-5 binding = MEX-5 zinc finger RNA-binding disruptors – biochemical, C. elegans, fluorescence polarization, MLPCN library, primary screen; Zinc finger protein mex-5 (Caenorhabditis elegans), Q9XUB2; MEX-5/FITC-TCR2 RNA binding; stronger effect = lower value; activity score (negative = inhibition of binding), % at 10 µM; 300,000 tested, 0.38% active; AID 1832, 2009;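 active means inhibition past about -25% in most replicates, and total fluorescence under double the plate's negative control median, limit read from the data; inconclusive means replicates evenly split on the limit, or fluorescence at least double controls; inactive means too little inhibition in most replicates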;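 further: 0% = DMSO and -100% = 5 µM competing unlabeled TCR2 RNA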
Target sequence (Q9XUB2 whole entry, looked up): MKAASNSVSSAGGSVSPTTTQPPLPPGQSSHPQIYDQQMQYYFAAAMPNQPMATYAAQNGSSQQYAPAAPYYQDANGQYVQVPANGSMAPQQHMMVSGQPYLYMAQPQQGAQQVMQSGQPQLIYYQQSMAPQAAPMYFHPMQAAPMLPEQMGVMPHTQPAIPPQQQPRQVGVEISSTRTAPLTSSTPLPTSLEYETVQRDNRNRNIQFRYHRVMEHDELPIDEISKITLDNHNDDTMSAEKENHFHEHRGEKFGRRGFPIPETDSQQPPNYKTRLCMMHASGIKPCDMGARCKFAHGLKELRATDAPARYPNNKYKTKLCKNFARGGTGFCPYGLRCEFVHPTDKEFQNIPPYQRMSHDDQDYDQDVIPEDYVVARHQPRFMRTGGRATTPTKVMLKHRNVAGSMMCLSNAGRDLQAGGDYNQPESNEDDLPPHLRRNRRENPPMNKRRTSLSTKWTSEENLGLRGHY
ZTA counter = ZTA (EBV) inhibition in EBNA-1 counter-screen; 320,000 tested, 0.15% active; ZTA-DNA binding, fluorescence polarization; AID 2234; inhibition, % at 11 µM; P03206; in the data active means inhibition above about 33%
Target sequence (P03206 whole entry, looked up): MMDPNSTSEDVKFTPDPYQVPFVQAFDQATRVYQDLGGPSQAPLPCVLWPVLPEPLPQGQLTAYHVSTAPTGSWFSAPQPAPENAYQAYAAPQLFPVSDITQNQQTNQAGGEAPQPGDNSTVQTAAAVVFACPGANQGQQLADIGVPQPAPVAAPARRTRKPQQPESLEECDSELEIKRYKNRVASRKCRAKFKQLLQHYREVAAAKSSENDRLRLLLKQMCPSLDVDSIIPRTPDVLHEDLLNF
MCL1-BIM inh = inhibitors of MCL1 binding to BIM-BH3, primary screen, biochemical, fluorescence polarization. 320,000 tested, 0.68% active. GST-MCL1 / FITC-Bim-BH3 fluorescence polarization. Induced myeloid leukemia cell differentiation protein Mcl-1 (Homo sapiens), Q07820. inhibition, % at 10.9 µM;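 active means inhibition above the mean inhibition of all tested compounds plus 3 SD, set per campaign, cut at about 40% in these data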;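 further: 0% = DMSO wells and 100% = unlabeled Bim-BH3 peptide control; higher means more loss of mP so more displacement of Bim peptide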
Target sequence (Q07820 whole entry, looked up): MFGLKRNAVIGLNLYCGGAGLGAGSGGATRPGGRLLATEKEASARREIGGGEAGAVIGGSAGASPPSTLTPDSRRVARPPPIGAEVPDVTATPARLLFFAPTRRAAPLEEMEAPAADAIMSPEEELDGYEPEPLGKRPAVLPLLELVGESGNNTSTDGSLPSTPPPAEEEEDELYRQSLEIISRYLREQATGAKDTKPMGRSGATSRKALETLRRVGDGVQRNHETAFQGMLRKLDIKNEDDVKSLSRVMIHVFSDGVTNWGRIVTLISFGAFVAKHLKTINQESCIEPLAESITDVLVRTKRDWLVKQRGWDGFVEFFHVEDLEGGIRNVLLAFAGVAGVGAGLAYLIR
GLD-1 RNA inh = GLD-1/TGE RNA complex disruptors, primary screen, biochemical, fluorescence polarization. Female germline-specific tumor suppressor gld-1 (Caenorhabditis elegans), Q17339. purified GLD-1 + fluorescein TGE RNA. inhibition, % at 5.96 µM. 320,000 tested, 0.44% active. AID 2280, 2010;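 active means percent inhibition above a per-plate cutoff, the plate mean of test compounds plus 3 SD, cut at about 30% in these data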;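 further: 0% = DMSO wells with GLD-1 and probe and 100% = wells lacking GLD-1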
BCLXL inh = inhibitors of human Bcl-xL, primary screen, biochemical, fluorescence polarization, HTS | AID 2129, 2009 | GST-Bcl-xL / FITC-Bim BH3 peptide fluorescence polarization | inhibition, % at 10.9 µM | 320,000 tested, 0.7% active | Bcl-2-like protein 1 (Homo sapiens), Q07817;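 active means inhibition above the mean of all tested compounds plus 3 SD, cutoff set per campaign, cut at about 30% in these data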;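 further: 0% = DMSO wells and 100% = unlabeled Bim-BH3 peptide competitor; inhibitors lower millipolarization by displacing the labeled peptide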
* marks the source's active call; other numbers are inactive results; ? = inconclusive; / = not tested or not shown; & = joins results of further samples.

SMILES	Fam108B inh	Efflux pump mplx	EBNA-1 inh	CR mimetic SO	MEX-5 binding	ZTA counter	MCL1-BIM inh	GLD-1 RNA inh	BCLXL inh
COc1ccc(-n2nc(C(=O)NCC(=O)N3CCC4(CC3)OCCO4)c3ccccc3c2=O)cc1OC	-2.3	0.2	-16.9	102.4	0.0	4.4	5.3	-0.8	5.4
CN1CCN(c2ccc(C=O)cc2)CC1	3.7	-0.1	-3.5	91.5	-1.4	4.5	0.7	1.7	0.6
Cc1c(N=Cc2c(O)n(CCc3ccc(F)cc3)c(=O)[nH]c2=O)c(=O)n(-c2ccccc2)n1C	-4.2	-0.2	14.8	101.1	-0.5	4.5	4.9	-5.4	3.2
N=C1c2ccccc2CN1NC(=O)c1ccc(Br)o1	0.9	-0.1	-5.4	101.0	0.7	-5.5	2.5	-6.1	2.3
O=C1/C(=C\c2ccc(Cl)cc2Cl)N2CCC1CC2	-3.4	0.1	-3.7	106.2	-3.2	5.2	3.4	-3.4	5.2
CN(C)c1ccc(/C=C2\C(=O)NC(=O)N(CCc3ccc(F)cc3)C2=O)cc1	0.5	0.0	6.5	89.3	-1.8	-6.0	-19.2	-22.8	-23.2
CCOc1ccc2[nH]c(=O)c(CN(CCO)C3(c4nnnn4C4CCCCC4)CCCCC3)cc2c1	2.7	0.0	6.6	84.5	3.0	12.8	2.8	3.6	7.5
O=C(Nc1ccc2ccccc2c1)N1C[C@H]2C[C@@H](C1)c1cccc(=O)n1C2	-1.2	0.1	2.1	100.5	-1.3	8.6	-5.7	1.4	0.7
CCOC(=O)C1(c2ccccc2)CCN(CCC(=O)Nc2ccc(C(=O)OC)cc2)CC1	/	0.1	/	90.9	/	0.6	21.9	5.8	-0.8
CC(=O)N1CN2CN(C(C)=O)CC(C(=O)c3ccc([N+](=O)[O-])cc3)(C2)C1	-0.2	-0.2	5.8	108.3	-0.4	-10.4	-3.0	-2.1	0.8
COc1ccc(CCn2c(O)c(C=Nc3ccccc3F)c(=O)[nH]c2=O)cc1OC	-7.9	0.1	-15.0	101.9	-1.1	6.5	-10.9	-6.3	-9.8
N#CC1(c2ccccc2)CCN(C2CC(=O)N(c3ccc4c(c3)OCO4)C2=O)CC1 (configuration not stated)	-0.9	0.2	-6.4	89.7	-1.9	7.2	-2.1	3.0	4.4
O=P1(Nc2cccnc2)COc2ccccc2OC1	-3.5	0.0	-18.4	101.6	-1.9	-10.9	1.7	1.5	5.7
O=C(NCc1cccnc1)C(Cl)(Cl)Cl	1.3	0.1	-4.5	93.2	1.2	-7.0	7.9	3.7	-1.1
Cc1ccc(C(=O)Nc2ccc(Cl)cc2C(=O)c2ccccc2)cc1	-8.0	0.1	-4.0	104.4	/	6.2	1.8	-8.4	1.0
COc1ccc(Cl)cc1NC1=NCC(C)S1 (configuration not stated)	1.6	0.0	-6.8	98.2	1.3	2.6	5.5	12.4	5.0
CNP(=S)(NC)OCCOc1ccc(OC)cc1	8.7	0.0	11.5	88.5	-0.3	-8.0	4.8	-0.7	5.4
CCOc1ccc(-n2c(O)c(N=Nc3c(C)n(C)n(-c4ccccc4)c3=O)c(=O)[nH]c2=O)cc1	1.6	-0.1	-3.8	106.4	-3.0	0.4	3.2	-0.9	-0.3
CCCSc1nc(O)c(CC)c(=O)n1C(C)CC (configuration not stated)	3.6	0.2	-7.2	112.4	3.3	10.2	-6.0	2.8	-1.6
CN1CCN(c2ncnc3ccc(Br)cc23)CC1	1.9	-0.2	-11.3	91.2	-3.3	-9.6	3.3	3.9	4.2
CC(C)=CCOc1c2occc2cc2ccc(=O)oc12	-3.9	0.0	2.7	100.8	1.5	0.6	-3.0	-5.4	0.0
CCOC(=O)c1nc2ccccc2c(=O)n1-c1ccc(C)cc1C	-1.6	0.2	-0.1	94.7	/	-12.4	3.3	0.6	0.3
O=C(O)c1ccc(-[n+]2c(-c3ccccc3)cc(-c3ccccc3)cc2-c2ccccc2)cc1	2.0	-0.1	17.0	97.7	1.5	-1.2	6.0	4.8	6.6
CN1CCC(N(C)c2ccc(C(N)=O)cc2[N+](=O)[O-])CC1	-0.9	0.1	-0.7	106.2	1.3	2.9	5.5	-2.1	7.6
CCCCCn1c(=O)c(C(=O)Nc2c(C)n(C)n(-c3ccccc3)c2=O)c(O)c2ccccc21	-3.7	0.1	1.6	82.2	1.4	-2.2	-1.0	-7.2	1.0
OCC[N+]12CCC(CC1)C(C(O)(c1ccccc1)c1ccccc1)C2 (configuration not stated)	0.9	0.3	-4.9	98.0	1.6	-13.3	4.1	0.7	6.2
O=C(c1cccn2c(=O)c3cc(Cl)ccc3nc12)N1CCC2(CC1)OCCO2	-0.1	0.0	6.6	85.9	-1.1	-20.7	1.3	5.5	4.2
c1ccc(P(c2ccccn2)c2ccccn2)cc1	0.5	0.0	-5.2	98.8	0.2	3.8	8.2	0.6	2.5
COc1ccc(NC(=O)c2c(C)nn(Cc3ccccc3Cl)c2Cl)cc1Cl	-0.3	-0.1	-5.8	101.0	-0.1	3.6	2.5	5.5	5.3
O=C(C1CC(c2ccc(Cl)c(Cl)c2)=NO1)N1CCC2(CC1)OCCO2 (configuration not stated)	1.3	0.0	-1.7	100.3	1.3	3.6	-2.7	5.7	2.5
Nc1c(C(=O)OC2CCCCC2)c2nc3ccccc3nc2n1CC1CCCO1 (configuration not stated)	3.4	0.1	11.8	93.7	1.0	16.1	6.2	1.4	4.3
O=C(c1ccc(Cl)cc1)C1CCCN(Cc2cccc3cnccc23)C1 (configuration not stated)	-6.6	0.0	-5.2	103.9	6.0	-9.7	4.9	3.7	2.2
C/C(=N\N(C)c1ccccc1)c1c(O)[nH]c(=O)[nH]c1=O	-2.6	-0.1	10.6	106.8	1.2	20.9	-5.7	9.9	1.2
CCn1c(O)c(C=Nc2ccc(N3CCOCC3)cc2)c(=O)n(CC)c1=S	-43.4	0.1	6.5	106.8	?	-2.5	-82.2	-36.6	-27.6
COC(=O)C1=C(c2ccc(C(C)=O)cc2)C[C@@H]2CC[C@H]1N2C(=O)N1CCCCC1	/	-0.1	/	96.1	/	-14.3	4.0	-7.7	5.0
COC(=O)C1=C(c2ccccc2OCc2ccccc2)C[C@@H]2CC[C@H]1N2C(=O)NC1CCN(Cc2ccccc2)CC1	/	0.7	/	80.3	/	-3.4	0.7	0.9	0.3
Cc1ccsc1C(=O)C1CCCN(Cc2cnc(N3CCOCC3)s2)C1 (configuration not stated)	-1.1	0.1	-10.0	113.2	0.5	3.3	6.3	-5.4	-0.4
COc1ccc(CCNCc2sccc2C)cc1	-3.3	0.2	-1.1	102.1	-0.3	8.6	1.7	2.6	4.0
Cc1ccc2c(c1)N(N=O)CCC2	-3.8	-0.1	15.2	105.4	0.7	12.2	0.8	-3.1	0.2
COc1cc(/C=C/C(=O)c2c(O)n(CCc3ccccc3)c(=O)[nH]c2=O)ccc1O	-2.6	0.3	-7.3	103.3	-1.6	-3.5	-117.4	-18.0	-44.0
COc1ccc(C2NCc3ccccc3-n3cccc32)cc1 (configuration not stated)	0.2	-0.3	-14.6	98.0	0.6	-3.8	6.6	7.6	4.9
CCC(=O)OC1(c2cccc(C)c2)CC(C)N(C)CC1C (configuration not stated)	0.0	-0.1	2.2	92.7	1.7	12.0	1.2	-1.9	1.3
Nc1cncc(C(=O)O)c1	1.8&0.1	0.0&0.1	-11.6&-3.2	96.2&95.5	-3.9&1.0	3.1&11.1	5.1&14.4	11.1&7.6	3.2&11.2
CCc1nc2ccccc2c(=O)n1-c1ccc2ccccc2c1	-1.8	0.0	-3.9	95.8	-2.3	9.4	-6.5	10.2	-3.8
COc1ccc(N/N=C/c2c(O)n(-c3ccc(C)c(C)c3)c(=O)[nH]c2=O)cc1	-2.5	-0.3	3.4	84.2	-0.4	3.9	53.6*	-11.9	50.8*
O=C(Cc1ccccc1)OCCN1CCOCC1	1.8	0.1	-5.2	105.9	-1.6	17.1	4.5	-3.2	3.2
O=C1NC(=O)N(Cc2ccccc2)C(=O)/C1=C/N1CCCc2ccccc21	-0.8	0.0	4.1	100.4	24.7	-7.1	-7.4	-0.3	-1.6
COC(=O)c1c(C)[nH]c(C(=O)C(Cc2ccccc2)N(C)C)c1C (configuration not stated)	-2.9	-0.1	-6.3	93.5	-1.0	2.2	1.6	1.6	8.1
CNCCCc1ccccc1	2.8	0.0	4.8	86.8	0.4	3.0	5.8	3.9	5.0
S=C=Nc1cccc(C2(N3CCCCC3)CCCCC2)c1	1.9	-0.1	-7.9	116.8	/	-5.0	11.6	3.9	5.1
O=C(c1ccc2c(c1)ncn2-c1ccc(F)cc1F)N1CCC2(CC1)OCCO2	-2.4	-0.1	-6.4	169.4	1.1	12.2	-10.2	-26.3	-4.4
C#CC[N+]1(C)C2CCC1CC(O)C2 (configuration not stated)	-6.8	0.2	-10.6	86.6	0.2	-6.6	-19.4	1.5	-6.8
O=c1c2ccccc2nc(CSc2ncnc3nc[nH]c23)n1-c1ccccc1	2.2	0.0	-8.6	101.1	-0.7	2.4	14.1	1.2	8.7
O=C1/C(=C/c2ccccc2Cl)N2CCC1CC2	5.2	0.0	10.8	100.5	0.0	5.8	-2.7	-0.4	2.7
CC(C(N)=O)N1CC(c2ccccc2)CC1=O (configuration not stated)	-1.3	0.0	12.4	94.2	-1.2	-11.0	9.5	-1.5	6.7
CN1CC(C(=O)c2ccccc2)C(c2ccccc2)C1 (configuration not stated)	-0.9	0.8	-5.2	117.0	0.0	-6.5	1.7	4.2	4.2
Fc1ccccc1CN1CCN(c2ccc(Cl)cc2)CC1	-1.8	1.7*	-11.6	88.4	0.1	-2.7	0.4	-0.4	2.5
Cc1[nH]c2ccccc2c1CCNCc1cccnc1	2.2	-0.2	-3.3	96.9	-4.0	-5.6	0.9	3.4	10.7
O=C(c1cc2ccccn2n1)N1CCC2(CC1)OCCO2	2.1	0.1	-10.3	95.5	-2.5	-9.3	1.6	1.1	4.1
CCc1cc(=O)oc2c(C)c(OCC(=O)N3C[C@H]4C[C@@H](C3)c3cccc(=O)n3C4)ccc12	1.5	-0.1	5.5	106.9	-0.5	-0.7	5.0	5.4	-0.8
COC(=O)C(O)(c1ccc(NC(=O)c2cccs2)c(C)c1)C(F)(F)F (configuration not stated)	2.0	0.0	0.0	84.1	1.0	2.9	1.9	7.0	4.1
Cc1cccc(NC2=NCCCS2)c1C	2.8	0.1	-8.0	93.7	0.9	-5.1	10.0	-4.1	7.4
CC1=CC(=C2C(=O)NC(=S)NC2=O)C=C(C(F)(F)F)N1CCc1ccccc1	-1.9	0.1	-3.6	102.2	2.1	-10.2	12.7	1.4	3.0

Only part of the results is shown. The share of hits here may be higher or lower than overall.
